Source: PubChem BioAssay (several laboratories)
Lipid droplet – modulators of hepatic lipid droplet formation | AML12 mouse hepatocytes, oleate lipid droplets, BODIPY imaging | inhibition, % at 6.5 µM | 240,000 tested, 0.4% active | AID 1656;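 active = lipid droplet intensity inhibited by at least 50%, with more than 500 cells counted; inconclusive = wells with under 300 cells, treated as cytotoxic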
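Assay system: AML12 mouse liver cells | Compound dosing: One dose, 6.5 µM compound | Read-out basis: Droplet intensity reduction, % inhibition | Measured by: Fluorescence imaging, 20x objective, two fields per well | Schedule: Overnight treatment with compound plus oleate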
WT yeast gro inh – growth inhibition of WT yeast, mitochondrial fusion screen; inhibition, % at 10 µM; 190,000 tested, 2.1% active; AID 1362; mitochondrial fusion phenotypic screen, WT strain; in the data active = inhibition above about 58%; tested in S. cerevisiae
West Nile virus CPE – inhibition of WNV-induced cytopathic effect – cell-based, CPE readout (AID 1621); West Nile virus-infected cells, CPE inhibition; higher % means a stronger effect; CPE inhibition, % at 10 µM, or IC50 in µM where a hit was titrated; 290,000 tested, 0.02% active; in the data active = a potency from the dose series; inconclusive = CPE inhibition mostly from about 3.7% at the one dose, without a potency; inactive = the rest, 99 in 100 with CPE inhibition below about 2.2%; also: strong numbers were not always called active
Myeloid diff 2 – myeloid differentiation induction | ER-HoxA9 myeloid progenitors, lysozyme-GFP differentiation, flow cytometry | calls only at 10 µM | 360,000 tested, 1% active;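 active = normalized GFP-positive differentiation at or above the plate's own cutoff, the solvent-only control mean plus 3 SD; inconclusive = no clear call, values can overlap the other calls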;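 also: cells exposed to compound for four days before flow analysis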
Autophagy mod – autophagy modulation, high-content screen; MEF GFP-LC3 puncta imaging; test concentration mostly 10 µM; calls only at 10 µM (by protocol); 190,000 tested, 0.98% active;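 active = percentage of spot-positive cells more than 3 SD above its plate mean, without a fluorescence outlier flag or 80% toxicity; inconclusive = no clear call, values can overlap the other calls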;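 also: spot-positive cell cutoff set from DMSO-treated cells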
Ins promoter up – MIN6 insulin promoter up-regulation. MIN6 insulin promoter-GFP reporter, high-content imaging; hits give high values. z-score at 5 µM. 190,000 tested, 0.3% active;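 active = z-score above 3 at 5 µM with at least 500 cells counted in the well; inconclusive = wells under 500 cells, flagged as cytotoxic or low count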
bCat nuc transl – modulators of beta-catenin nuclear translocation; HeLa beta-catenin nuclear translocation, immunofluorescence imaging; nuclear translocation activity, % at 5 µM; 190,000 tested, 0.3% active; AID 1665;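 active = nuclear translocation activity above 50% at 5 µM, with a well cell count of 50 or more; inconclusive = wells under 50 cells across six images, flagged as toxic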;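 also: per-cell ratio of nuclear to cytoplasmic median beta-catenin stain intensity; plate controls were DMSO negative control for no effect and GSK-3 inhibitor IX positive control for full effect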
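Read-out: Nuclear/cytoplasmic beta-catenin signal ratio, % activation | Assay system: Human HeLa cell line | Times: 24 h compound exposure at 37°C, 5% CO2 | Signal: Fluorescence imaging of beta-catenin antibody stain plus DAPI | Dosing: 5 µM primary, 0.02–20 µM confirmation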
MT stabilizer – microtubule stabilization, imaging screen; % tubulin-high responders, % at 10 µM; HeLa tubulin immunostaining HCS, 24 h; share of cells brighter than vehicle mean+2SD; 200,000 tested, 0.83% active;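 active = plate Z-score above 3 for both tubulin-high and condensed-nucleus cell shares, with cell loss under 80%, at 10 µM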;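 also: anti alpha tubulin signal scored within the nucleus-defined area of each cell; some results filed as inactive read as strong as hits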
T cell modulator – T cell immune modulators affecting CD8 T cell-vesicle binding | calls only at 7 µM | AID 2052 | 330,000 tested, 0.068% active | 2C CD8+ T cell-vesicle binding, flow cytometry; hits give low values;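 active = response, share of CD8 T cells binding vesicles, and their 90th percentile fluorescence all below set limits, cut at about 80% in these data, passing the limit was not always enough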
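Read-out – percent CD8+ FL2 mean versus row control · System – murine 2C transgenic CD8+ T lymphocytes · Times – 1.5 h cell–vesicle binding at 37 °C, then 20 min icy labelling · Control set – naked vesicles low, QL9 vesicles with vehicle high · Detection – cytometric PE anti-B7-1 and Alexa647 anti-CD8 signals after 1% paraformaldehyde fixation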
WT yeast gro inh mutant strain – second read-out of WT yeast gro inh, no call of its own (marks repeat the call); inhibition, %; mitochondrial fusion phenotypic screen, mutant strain inhibition
Ins promoter up cell count – recorded beside Ins promoter up, whose call it bears; cell count; measured here: cytotoxicity, nuclei count;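 total cells summed across four imaged fields per well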
Lipid droplet cells 6.5 µM – second read-out of Lipid droplet, no call of its own (marks repeat the call); cell count; measured here: cell count, cytotoxicity flag;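 cells counted across two imaged fields per well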
bCat nuc transl cell count 5 µM – also measured in bCat nuc transl; calls as there; cell count; measured here: cell count, cytotoxicity flag
T cell modulator vesicle-bound % – also measured in T cell modulator; calls as there; double positive events, %; measured here: CD8+ vesicle-bound cell fraction;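 binding gate set so that unloaded-vesicle control wells show 10% double positive cells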
MT stabilizer Hoechst-high % – second read-out of MT stabilizer, no call of its own (marks repeat the call); % Hoechst-high responders; measured here: nuclear condensation Hoechst responders;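 share of cells brighter than vehicle mean plus two SD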
MT stabilizer cytotoxicity % – also measured in MT stabilizer; calls as there; toxicity, %; measured here: cytotoxicity by cell density;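 0% = mean cell density of plate MIN control wells and 100% = no cells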
Autophagy mod cell loss 18 h – second read-out of Autophagy mod, no call of its own (marks repeat the call); toxicity, %; measured here: cell loss, nuclei count;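 cell loss after 18 h compound exposure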
Myeloid diff 2 GFP+ MAC1+ % – second read-out of Myeloid diff 2, no call of its own (marks repeat the call); GFP+ MAC1+ double positive, %; measured here: differentiation confirmed by MAC1 staining
The depositor's hits bear a star; i = inactive; ? = inconclusive; . = not tested or not shown. Rows are unselected, and some 3.9% of all compounds hit somewhere here.

SMILES	Lipid droplet	Lipid droplet cells 6.5 µM	WT yeast gro inh	WT yeast gro inh mutant strain	West Nile virus CPE	Myeloid diff 2	Myeloid diff 2 GFP+ MAC1+ %	Autophagy mod	Autophagy mod cell loss 18 h	Ins promoter up	Ins promoter up cell count	bCat nuc transl	bCat nuc transl cell count 5 µM	MT stabilizer	MT stabilizer Hoechst-high %	MT stabilizer cytotoxicity %	T cell modulator	T cell modulator vesicle-bound %
CCn1c(=O)cc(O)c2ccccc21	.	.	7	-5	-0.3%	i	0.6	i	5	0	1090	0.0	1143	5.5	2.6	6.6	i	60
CC(C)(C)n1nc2c(c1NC(=O)COc1ccc(F)cc1)CS(=O)(=O)C2	4	851	.	.	-0.2%	i	0.8	.	.	.	.	.	.	.	.	.	i	7
O=C(NCc1cccnc1)c1ccc2c(=O)n(CCCN3CCCC3=O)c(=S)[nH]c2c1	.	.	1	6	0.0%	i	1.6	i	-31	0.2	1353	-2.0	879	2.5	2.2	15	i	46
NC(=O)c1nsc(C(=O)N(c2ccccc2)C(C(=O)NCC2CCCO2)c2cccs2)c1N (stereo not drawn)	-5	697	-9	-8	-0.1%	i	1.5	i	-8	-1.3	1469	-1.4	1064	2.3	1.8	7.9	i	23
N#C/C(=C\c1ccc(O)c(Br)c1)C(=O)NCc1ccccc1	7	666	4	3	-0.3%	i	0.9	i	10	1.9	1438	-0.2	1408	1.3	1.8	3.0	i	19
O=C1CC(c2ccc(S(=O)(=O)NCc3ccncc3)cc2)CN1 (stereo not drawn)	.	.	6	2	-0.2%	i	1.7	i	10	-0.66	883	-0.5	1144	6.4	1.9	2.8	i	35
CC/C(=N\NC(=O)c1ccc(N2CCCC2=O)cc1)c1ccccc1	-10	821	.	.	-0.3%	i	0.4	.	.	.	.	.	.	.	.	.	i	18
Cc1ccc(N2CCN(C(=O)c3cc(COc4c(C)cccc4C)on3)CC2)c(C)c1	-9	720	.	.	-0.4%	i	0.6	.	.	.	.	.	.	.	.	.	i	8
Cc1ccc(N(O)C(=O)OCCNC(=O)Nc2ccccc2)cc1	.	.	-8	3	-0.5%	i	1.4	i	21	-0.85	1260	-5.9	953	4.7	2.2	7.0	i	43
COc1ccc(S(=O)(=O)N2CCC(O)(c3cccnc3)CC2)cc1OC	-11	588	-3	12	0.0%	i	0.2	i	11	.	.	-6.5	751	2.7	2.9	6.2	i	52
CS(=O)(=O)c1cccc(C(=O)NCc2ccc(F)cc2)c1	11	738	9	-9	-0.3%	i	0.8	i	3	.	.	-0.6	1202	1.3	1.9	16	i	10
CC(=O)N1c2ccccc2C2(C)C(C1(C)C)C2(Cl)Cl (stereo not drawn)	-12	765	2	-12	0.3%	i	1.5	i	-18	0	1464	0.0	1463	3.5	1.8	6.6	i	50
CCCNC(=O)c1ccc(N2CCC3(CC2)CC(c2ccccc2)=NO3)c(NC(=O)c2cccc(OC)c2)c1	10	787	.	.	0.5%	?	.	.	.	.	.	.	.	.	.	.	i	27
CC12CC(NC(=O)N1c1cccc(C(=O)N3CCN(c4ccccn4)CC3)c1)c1ccccc1O2 (stereo not drawn)	-10	765	24	-31	-0.1%	i	0.8	i	-1	-0.55	902	-6.9	1262	0.5	0.6	5.2	i	66
CC(C)(C)C1CCC2(CC1)SCC(=O)N2c1ccccc1 (stereo not drawn)	.	.	39	0	-1.4%	i	2.0	i	1	-0.6	1357	1.3	1367	5.3	2.0	4.1	i	9
COc1cccc(C(=O)NCC(=O)N/N=C/c2ccc3c(c2)OCO3)c1	-8	825	.	.	-0.1%	i	0.6	.	.	.	.	.	.	.	.	.	i	24
CC(C)(C)c1ccc(C(=O)NC(=S)N2CCOCC2)cc1	8	856	.	.	-0.3%	i	0.6	.	.	.	.	.	.	.	.	.	i	18
CCC1Sc2ccc(S(=O)(=O)N3CCN(c4ccccc4)CC3)cc2NC1=O (stereo not drawn)	-16	665	.	.	-0.2%	i	1.8	.	.	.	.	.	.	.	.	.	i	25
Clc1ccc(-c2noc(CN3CCOCC3)n2)cc1	1	699	.	.	0.2%	.	.	.	.	0.18	1425	0.8	1125	.	.	.	i	30
CCC(C)NC(=O)COC(=O)c1cc([N+](=O)[O-])ccc1Sc1nc(C)cs1 (stereo not drawn)	-2	770	6	-18	.	i	0.7	i	-2	.	.	-1.4	1141	1.7	1.6	2.3	i	9

3 compounds already listed, ordered by the number in West Nile virus CPE, rising:
canonical_smiles	WT yeast gro inh mutant strain	West Nile virus CPE	Myeloid diff 2 GFP+ MAC1+ %	MT stabilizer Hoechst-high %	T cell modulator	T cell modulator vesicle-bound %
Cc1ccc(N2CCN(C(=O)c3cc(COc4c(C)cccc4C)on3)CC2)c(C)c1	.	-0.4%	0.6	.	i	8
CS(=O)(=O)c1cccc(C(=O)NCc2ccc(F)cc2)c1	-9	-0.3%	0.8	1.9	i	10
NC(=O)c1nsc(C(=O)N(c2ccccc2)C(C(=O)NCC2CCCO2)c2cccs2)c1N (stereo not drawn)	-8	-0.1%	1.5	1.8	i	23

Continuation.
SMILES	Lipid droplet	Lipid droplet cells 6.5 µM	WT yeast gro inh	WT yeast gro inh mutant strain	West Nile virus CPE	Myeloid diff 2	Myeloid diff 2 GFP+ MAC1+ %	Autophagy mod	Autophagy mod cell loss 18 h	Ins promoter up	Ins promoter up cell count	bCat nuc transl	bCat nuc transl cell count 5 µM	MT stabilizer	MT stabilizer Hoechst-high %	MT stabilizer cytotoxicity %	T cell modulator	T cell modulator vesicle-bound %
FC(F)Oc1ccc(N=C2SCC3CCCCN23)cc1 (stereo not drawn)	-2	863	.	.	-1.1%	i	0.4	.	.	.	.	.	.	.	.	.	i	32
Cc1cccc(NC(=O)N2CCN(Cc3ccc(Cl)cc3)CC2)c1	3	701	8	16	-0.3%	i	0.9	i	16	-0.48	1521	-3.9	1116	2.4	2.1	5.3	i	44
CC(NS(=O)(=O)c1ccccc1)C(=O)Nc1ccc2c(c1)OCCO2 (stereo not drawn)	-8	668	.	.	-0.4%	i	1.2	.	.	.	.	.	.	.	.	.	i	69
CCCCN(C)C(=O)CCCCn1c(=O)[nH]c2cc(OCC)c(OCC)cc2c1=O	.	.	3	1	-0.6%	i	1.1	i	0	-1.5	1206	-3.7	920	5.5	3.3	7.9	i	18
Cc1ccc(C(=O)CN2C(=O)C(=O)N(Cc3ccccc3)C2=O)cc1	2	707	-10	2	-0.6%	i	0.3	i	-26	-1.5	1393	-1.7	1169	4.5	2.3	4.3	i	59
Cc1ccc(-c2csc(=S)n2CC(=O)OCC(=O)NCc2ccc(F)cc2)cc1	14	796	-5	6	1.8%	.	.	i	11	.	.	.	.	1.4	1.5	4.4	i	27
CN1CCN(/C=C2\SC(=S)NC2=O)CC1	2	733	-6	9	1.1%	i	1.3	i	-12	-0.01	1291	0.4	1222	3.7	1.7	4.7	i	14
CCOc1ccccc1C(=O)NCC(=O)OCC(=O)NCCc1ccc(S(N)(=O)=O)cc1	.	.	-6	-11	-0.3%	i	1.4	i	10	.	.	.	.	2.7	1.7	2.4	i	52
CCn1c2ccccc2c2cc(/C=N/NC(=O)c3cc(O)cc(O)c3)ccc21	28	709	-1	12	0.2%	i	0.2	i	-13	.	.	0.5	997	3.1	1.4	11	i	64
O=C(CN(CC1CCCO1)C(=O)CCC(=O)Nc1nccs1)NCc1ccccc1 (stereo not drawn)	-2	683	-5	6	-0.6%	i	0.0	i	-1	.	.	0.6	530	4.5	1.5	7.7	i	40
CCN(CCCNC(=O)CNC(=O)c1nn(-c2ccc(OC)c(OC)c2)c(=O)c2ccccc12)c1ccccc1	-22	805	.	.	-0.2%	i	1.2	.	.	.	.	.	.	.	.	.	i	33
Cc1cc(C)nc(CCNC(=O)CC2C(=O)NCCN2Cc2ccccc2)n1 (stereo not drawn)	27	755	.	.	-0.5%	i	0.4	.	.	.	.	.	.	.	.	.	i	30
CNc1cc(C)nc(-n2nc(C)cc2C)n1	.	.	12	6	-0.4%	i	0.6	i	-3	0.41	1438	0.0	1410	2.2	1.9	12	i	48
CCc1ccc(S(=O)(=O)Nc2c(NC3CCCCC3)c3ccccc3oc2=O)cc1	-4	733	.	.	-0.7%	i	1.3	.	.	.	.	.	.	.	.	.	i	12
O=C(Nc1ccc(F)cc1)Nn1cnnc1	13	812	.	.	0.2%	i	0.3	.	.	.	.	.	.	.	.	.	i	34
CCC1(c2ccc(F)cc2)NC(=O)N(CC(=O)Nc2cc(S(=O)(=O)N(C)C)ccc2Cl)C1=O (stereo not drawn)	-31	621	0	19	0.1%	i	0.3	i	11	-0.21	1576	-2.6	979	4.5	5.0	2.4	i	43
COc1ccccc1C1=NOC(Cn2c(NCCCO)nc3c2c(=O)n(C)c(=O)n3C)C1 (stereo not drawn)	12	701	.	.	0.0%	i	1.1	.	.	0.29	1102	0.1	1388	.	.	.	i	20
COc1cc(C2C(C#N)=C(N)OC3=C2C(=O)CC(C)(C)C3)ccc1OCCN1CCOCC1 (stereo not drawn)	-6	502	.	.	0.3%	i	0.8	.	.	0.04	1130	0.7	1297	.	.	.	i	33
CN(C)c1ccc(/C=N/O)cc1	5	695	-23	0	0.9%	i	0.2	i	-1	1.2	1140	-1.3	1097	4.5	1.5	7.4	i	12
O=c1oc2cc(S(=O)(=O)NCCCO)ccc2c2ccc(S(=O)(=O)NCCCO)cc12	-11	797	.	.	0.2%	i	0.1	.	.	0.06	1133	1.3	1292	.	.	.	i	20
CSCCC(=O)N1CCCC(CO)(CCCc2ccccc2)C1 (stereo not drawn)	-4	822	.	.	-0.5%	i	0.4	.	.	.	.	.	.	.	.	.	i	57
